IDE cell activ: IDE (human) activation, cell-based; P14735; HEK cells, FAbeta-B cleavage, fluorescence polarization; 0% vehicle, 100% cell-free pure enzyme wells; activation, % at 5.96 µM; hit rate 0.073% among 340,000; AID 493087;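 active = activation above the mean of all tested compounds plus 3 SD, set per screening campaign, cut at about 17% in these data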
PHOSPHO1 inh: blocks human PHOSPHO1 phosphatase activity; recombinant PHOSPHO1, absorbance phosphatase assay; hit rate 1.1% among 290,000; Q8TCT1; inhibition, % at 13.3 µM; in the data active = inhibition above about 60%
Target sequence (Q8TCT1 whole entry, looked up): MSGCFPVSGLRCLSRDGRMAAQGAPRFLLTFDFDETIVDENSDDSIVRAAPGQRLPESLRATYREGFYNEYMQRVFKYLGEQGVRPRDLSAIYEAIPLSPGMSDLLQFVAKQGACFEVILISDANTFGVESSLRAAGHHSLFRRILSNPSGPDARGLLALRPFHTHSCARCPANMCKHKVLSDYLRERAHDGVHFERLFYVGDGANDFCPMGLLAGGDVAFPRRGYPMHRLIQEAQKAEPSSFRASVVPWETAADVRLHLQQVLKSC
IMP-1 inhibitor: inhibitors of Pseudomonas aeruginosa IMP-1 metallo-beta-lactamase; hit rate 0.45% among 290,000; inhibition, % at 5.6 µM; AID 1556; purified IMP-1, nitrocefin hydrolysis, epi-absorbance fluorescence;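 active = inhibition above the mean plus 3 SD of all compounds in the same screening run, cut at about 4.5% in these data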;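 also: 0% = IMP-1 with DMSO and 100% = DMSO wells lacking enzyme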
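System: purified IMP-1 / Input: IMP-1 dispensed at 0.2 nM / Medium: 50 mM HEPES pH 7.1, 50 µM ZnSO4, 0.05% Brij 35 / Timing: 15 min enzyme–compound preincubation, then 25 min nitrocefin reaction, 25 °C / Technique: plate fluorescence quenching by hydrolysis product, ex 480/em 530 nm / Repeats: singlicate testing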
pCIP destab: compounds decreasing mouse p/CIP protein stability; hit rate 0.01% among 290,000; Q05BA5; F442A p/CIP-EGFP cells, EGFP fluorescence, 16 h; decrease of EGFP signal, % at 10 µM;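 active = EGFP signal decrease of at least 30% at 10 µM or well 3 SD below plate mean, unless failing retest; inactive = the rest, including hits failing retest or dose response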; also: some compounds called inactive have numbers as strong as hits; many of its hits are not listed in these tables
VIM-2 inh: blocks Pseudomonas aeruginosa VIM-2 metallo-beta-lactamase; inhibition, % at 5.6 µM; purified VIM-2, nitrocefin hydrolysis, epi-absorbance fluorescence; hit rate 0.89% among 290,000;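 active = inhibition above the mean of all tested compounds plus 3 SD, cutoff set per screening run, cut at about 7.5% in these data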;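 also: red hydrolysis product quenches plate fluorescence so inhibitors raise well fluorescence; 0% = enzyme with DMSO and 100% = DMSO without enzyme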
PfM18AAP inh: PfM18AAP enzyme inhibition; recombinant PfM18AAP, H-Glu-NHMec fluorogenic cleavage; inhibition, % at 7.35 µM; hit rate 1.2% among 290,000;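 active = inhibition above the campaign mean inhibition over all tested compounds plus 3 SD, cut at about 28% in these data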;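 also: 0% = plate median of test compound wells and 100% = 2 mM ZnCl2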
NALP1 yeast inh: blocks the NALP1 inflammasome reconstituted in yeast | S. cerevisiae NALP1/ASC/caspase-1 growth, X-gal OD620, 72 h | inhibition, % at 10 µM | hit rate 0.61% among 280,000 | AID 2071; in the data active = inhibition mostly above about 24%, no sharp cut-off; inactive = mostly below about 32%; also: some compounds called inactive have numbers as strong as hits
IDE cell inh: cellular human IDE inhibition; P14735; hit rate 0.41% among 320,000; inhibition, % at 5.59 µM; HEK cells, FAbetaB cleavage, fluorescence polarization;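 active = percent inhibition above the average of all tested compounds plus 3 SD, set per screening campaign, cut at about 16% in these data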;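 also: IDE supplied by intact live HEK cells; FP after avidin binding of uncleaved biotin substrate so inhibition keeps polarization high; 0% = DMSO wells and 100% = 60 µM reference IDE inhibitor Ii1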
GPR7 antagonist: antagonists of human GPR7 (neuropeptides B/W receptor 1). GPR7-expressing cells, fluorescence antagonist assay. inhibition, % at 4.4 µM. hit rate 1.1% among 290,000; in the data active = inhibition above about 16%, passing the limit was not always enough;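 also: cells stimulated with the agonist NPW; 0% = agonist with vehicle and 100% = vehicle without agonist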
Target sequence (P48145 whole entry, looked up): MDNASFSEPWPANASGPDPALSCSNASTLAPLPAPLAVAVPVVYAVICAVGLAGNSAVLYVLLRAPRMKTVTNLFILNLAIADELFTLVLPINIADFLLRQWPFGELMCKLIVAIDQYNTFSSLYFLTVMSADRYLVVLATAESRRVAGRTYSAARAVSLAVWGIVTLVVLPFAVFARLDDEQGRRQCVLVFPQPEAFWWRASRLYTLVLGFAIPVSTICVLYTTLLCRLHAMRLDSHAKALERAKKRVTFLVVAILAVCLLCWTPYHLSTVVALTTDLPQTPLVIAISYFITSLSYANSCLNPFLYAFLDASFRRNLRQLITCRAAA
* hit, by the source's call; / = not tested or not shown; & = joins results of further samples.

SMILES | IDE cell activ | PHOSPHO1 inh | IMP-1 inhibitor | pCIP destab | VIM-2 inh | PfM18AAP inh | NALP1 yeast inh | IDE cell inh | GPR7 antagonist
CCOC(=O)/C(C#N)=C/C=C1/C=CC=CN1C | 3 | -37 | -3.9 | 1 | -1.8 | 10 | -23 | 0 | -6
COc1ccc(Cn2c(C(C)C)nc3sc4ccccc4c(=O)c3c2=O)cc1 | 7 | 32 | -1.4 | -23 | -0.2 | -3 | / | 9 | -5
COc1ccccc1NC(=O)/C(C#N)=C/c1ccc(OCCN2CCOCC2)c(OC)c1 | 6 | 28 | 0.1 | -9 | -0.2 | -4 | 6 | 1 | -11
CC1(C)CC2CC(C)(CN2S(=O)(=O)c2ccc(C(=O)Nc3ccc(S(=O)(=O)N4CCOCC4)cc3)cc2)C1 (configuration not stated) | 1 | 1 | -1.3 | -14 | 0.3 | -14 | / | 2 | 1
O=C(NCC1CCCO1)c1nn2c(C(F)(F)F)cc(-c3ccco3)nc2c1Cl (configuration not stated) | 3 | 15 | -1.0 | -3 | 5.6 | 2 | 10 | -1 | -7
Cc1cc2ncc(Cl)nc2cc1C | -1 | -19 | -1.2 | -14 | -1.9 | 2 | 18 | 5 | -4
CC(Sc1n[nH]c(N)n1)C(=O)NC1CCCCC1C (configuration not stated) | 3 | 38 | -2.3 | 12 | -1.5 | 3 | -2 | 3 | -9
O=C(NCCN1C(=O)S/C(=C\c2ccccc2F)C1=O)C1CCCN1C(=O)c1cccs1 (configuration not stated) | -1 | 3 | 0.7 | -18 | 1.5 | -1 | 32 | 1 | 0
O=C(CSc1nnc(CNC(=O)c2cccs2)o1)Nc1ccccc1F | 9 | 59 | -2.2 | -3 | -2.0 | 0 | -7 | -4 | -4
N/C(=N\OC(=O)c1ccc(Cl)cc1)c1[nH]ncc1Br | 3 | 37 | 0.5 | -4 | -2.4 | 6 | / | -2 | -12
CN(C)CCCN(C(=O)c1ccc(S(=O)(=O)N2CCCCC2)cc1)c1nc2cc3c(cc2s1)OCO3 | 8 | 13 | 0.5 | 2 | -1.1 | -10 | 18 | -1 | 18
COc1cccc(NC(=O)c2ncc(Cl)c(Cl)c2Cl)c1 | -3 | 40 | -2.4 | -1 | -2.3 | -15 | 8 | 1 | -1
COc1ccc(-c2ccc(C(C)=O)cc2)cc1[C@H]1[C@H]2C=CC[C@@H](C)[C@@H]2C(=O)N1Cc1ccccc1 | 8 | 31 | / | -11 | / | / | -3 | 0 | /
COc1ccc(Cl)cc1C(=O)Nc1ccc(NC(=O)c2ccco2)cc1 | -3 | 1 | -1.4 | -6 | 0.6 | 1 | 15 | 10 | -9
CCc1ccc(NC(=O)Cn2nnc(C(=O)NCc3ccc4c(c3)OCO4)c2N)cc1 | 4 | 34 | 0.7 | -5 | -1.2 | 0 | 31 | 5 | -16
Fc1ccc(-c2nnc3ccc(N4CCCC4)nn23)cc1 | 4 | -3 | -1.4 | 2 | 4.4 | -14 | 12 | -2 | -5
Cc1ccc2ccc(S(=O)(=O)NCc3ccco3)cc2c1 | 1 | -12 | -0.2 | 2 | 0.3 | 6 | -8 | -1 | -5
COc1ccc(-c2noc(CNS(=O)(=O)c3ccccc3)n2)cc1 | 0 | 19 | -0.8 | -1 | -1.9 | 0 | 8 | 2 | 9
COc1cccc(CN2CC(C(=O)NCCCn3ccnc3C)CCC2=O)c1 (configuration not stated) | 2 | 23 | -2.0 | -7 | 0.2 | 1 | 9 | 1 | -26
CSCCC(NC(=O)c1ccccc1)C(=O)Nc1ccc(NC(C)=O)cc1 (configuration not stated) | / | -27 | -3.7 | -1 | 0.4 | -8 | 27 | -1 | 4
FC(F)(F)c1cccc(NC(=S)Nc2ccc(Cl)c(Cl)c2)c1 | / | 34 | 1.8 | 0 | 1.6 | -4 | 17 | 11 | -3
CCN(CC)CCN1C(=O)C(=O)/C(=C(/O)c2c(C)[nH]c(C(=O)OC)c2C)C1c1cccnc1 (configuration not stated) | 3 | -34 | -3.3 | -12 | -1.5 | 1 | 22 | 1 | -7
O=C(NCc1ccccn1)c1ccc(=O)oc1 | -2 | 1 | -2.5 | -2 | -6.3 | 2 | -7 | 3 | -2
Cc1[nH]nc(N=CC2=C(O)CC(c3ccco3)CC2=O)c1-c1ccccc1 (configuration not stated) | 4&-6 | 6 | -2.5 | -37 | 0.5 | 0 | 15 | -6 | -4
COc1ccc(OCC(=O)N/N=C2\CCCCc3ccccc32)cc1 | 7 | 15 | 0.1 | 0 | 0.1 | 7 | 19 | -3 | 19

Brought forward from above: 2 entries, followed by the next part.
SMILES | IDE cell activ | PHOSPHO1 inh | IMP-1 inhibitor | pCIP destab | VIM-2 inh | PfM18AAP inh | NALP1 yeast inh | IDE cell inh | GPR7 antagonist
Cc1[nH]nc(N=CC2=C(O)CC(c3ccco3)CC2=O)c1-c1ccccc1 (configuration not stated) | 4&-6 | 6 | -2.5 | -37 | 0.5 | 0 | 15 | -6 | -4
COc1ccc(OCC(=O)N/N=C2\CCCCc3ccccc32)cc1 | 7 | 15 | 0.1 | 0 | 0.1 | 7 | 19 | -3 | 19
Cc1cc2occ(CC(=O)Nc3nccs3)c2cc1C(C)C | 3 | 8 | -3.1 | -6 | -2.7 | 4 | 17 | 9 | -7
COC(=O)c1ccc(C23CC4(C2)[C@H](CN(C)[C@@H]4c2ccccc2)C3c2ccccc2)cc1 (some centres not stated) | 2 | 35 | / | -4 | / | / | / | 2 | /
O=C(c1ccccc1Cl)N(Cc1ccc(Br)cc1)N1C(=O)CCC1=O | 2 | 8 | -1.8 | -4 | -3.5 | -5 | 14 | 0 | 4
Cc1cc(Sc2nnc(/N=C/N(C)C)s2)c2ccccc2n1 | / | 27 | -1.7 | -6 | 3.2 | -2 | 7 | 2 | -3
CCc1cccc(CC)c1-n1c(SCn2nnc3ccccc3c2=O)nnc1-c1cccnc1 | -4 | 0 | -8.2 | -8 | -2.9 | -2 | 12 | 6 | 2
COc1ccccc1CN1CCNC(=O)C1CC(=O)N(C)Cc1ccon1 (configuration not stated) | -1 | 40 | -3.0 | 1 | -4.1 | 9 | 2 | -1 | -11
O=C(CSc1nccn1-c1cccc(Cl)c1)NC1CCCC1 | 4 | -47 | -2.8 | -10 | -1.2 | -5 | -6 | 10 | -3
COc1ccc(/C=N/NC2=NS(=O)(=O)c3ccccc32)cc1OC(C)=O | 2 | 1 | 0.2 | 2 | -4.4 | -8 | -12 | 1 | 0
Cc1ccc(C)c(N(C(=O)c2ccco2)C(C(=O)NC2CCCC2)c2ccco2)c1 (configuration not stated) | 1 | -13 | -1.1 | 7 | 0.2 | -5 | 17 | 1 | -1
Cc1ccc(S(=O)(=O)N2CCOCC2)cc1C(=O)N1CCC(Cc2ccccc2)CC1 | 1 | 11 | -4.8 | 6 | -5.0 | -11 | 8 | 5 | -6
Cc1ccc(C)c(S(=O)(=O)N/N=C/c2ccc(F)cc2)c1 | 1 | -22 | -0.4 | 9 | -1.2 | -1 | -4 | 9 | -8
COCc1c(C(=O)N/N=C/c2c[nH]c3ccccc23)nnn1-c1nonc1N | -4 | 24 | -5.0 | -7 | -3.0 | 2 | 3 | 6 | -8
Cc1ccccc1NC(=O)CSc1nc2ccccc2c(=O)n1CC1CCCO1 (configuration not stated) | 2 | 27 | 0.0 | -4 | -3.3 | 2 | 28 | / | 28
O=C(NC1(C(F)(F)F)NC(=O)N(Cc2cccnc2)C1=O)c1ccccc1Cl (configuration not stated) | 4 | 20 | -1.6 | 0 | -3.0 | -13 | 2 | -1 | -10
COc1ccc(N(CC(=O)N2CCCC2)S(=O)(=O)c2ccc(NC(C)=O)cc2)cc1 | 3 | -4 | -1.9 | -9 | -0.2 | 3 | 16 | -2 | -9
NC(=O)CC(NC(=O)Cc1cccc2ccccc12)c1ccc(NCc2ccccc2)c([N+](=O)[O-])c1 (configuration not stated) | 7 | 20 | / | -3 | / | / | / | -1 | /
CCN1CCN(C(=O)c2ccc3c(=O)n(C4CCCC4)c(=S)[nH]c3c2)CC1 | -4 | 7 | -2.9 | 1 | -5.0 | 2 | 3 | 3 | -2
O=C(NCc1cccs1)C1CCN(c2ccc(S(=O)(=O)N3CCOCC3)cc2Cl)CC1 | 6 | 6 | -3.1 | -18 | -4.1 | -1 | 14 | 6 | 6
Cn1c(=O)c2c(nc(CN3CCc4ccccc4C3)n2Cc2ccc(Cl)cc2)n(C)c1=O | 2 | -22 | -1.2 | -16 | 1.1 | -1 | 15 | 2 | -8
COc1ccc(OC)c(C2C=C(c3ccc(C)c(C)c3)Nc3nnnn32)c1 (configuration not stated) | 4 | 23 | / | 12 | / | / | 7 | 6 | /
CN(c1ccccc1)S(=O)(=O)c1ccc(Cl)c(C(=O)NC2=NCCS2)c1 | 0 | -18 | -1.1 | 6 | -3.2 | -1 | 17 | 5 | -10
NC(=O)C(c1ccccc1)c1ccc(C(=O)c2ccccc2)cc1 (configuration not stated) | -5 | 52 | -3.8 | -3 | -2.2 | 3 | 4 | 4 | 15
COc1ccc(NC(=O)c2cc(-c3cc(C)c(C)cc3O)n[nH]2)c(OC)c1 | -6 | 42 | -3.4 | 0 | -2.3 | 11 | 13 | 0 | -10
Cc1cccc(NC(=O)CN2C(=O)N/C(=C/c3cc(C)n(-c4cccnc4)c3C)C2=O)c1 | 0 | -15 | -2.0 | -6 | -0.4 | -1 | 9 | 4 | 0
Cc1cc2c(s1)CCCCC(=O)N2 | 3 | 37 | -4.7 | -12 | -4.2 | -12 | -1 | 10 | -12

More structures
SMILES | IDE cell activ | PHOSPHO1 inh | IMP-1 inhibitor | pCIP destab | VIM-2 inh | PfM18AAP inh | NALP1 yeast inh | IDE cell inh | GPR7 antagonist
COc1ccc(CNC(=O)C2CCCN(S(=O)(=O)c3c(C)noc3/C=C/N(C)C)C2)cc1 (configuration not stated) | 6 | 28 | -0.3 | 0 | -0.8 | -2 | 3 | 8 | -16
O=C(c1cccc(S(=O)(=O)N2CCc3ccccc3C2)c1)N1CCN(c2ccc(O)cc2)CC1 | 5 | -9 | -1.0 | 16 | -0.6 | 36* | 18 | 1 | 0
CCn1nc(NS(=O)(=O)c2ccccc2)c2cc3cc(C)ccc3nc21 | 4 | 37 | -0.6 | 15 | 1.0 | 5 | 2 | 2 | 5
COCC(=O)N(Cc1cc2ccccc2[nH]c1=O)c1ccc(OC)cc1 | 5 | -12 | -5.3 | -15 | -3.6 | -9 | 13 | 3 | -5
COC(=O)c1c(N2C(=O)CC(Sc3ccccc3C(=O)O)C2=O)sc(C)c1C (configuration not stated) | 1 | 35 | 0.4 | -20 | -1.2 | 8 | 22* | 3 | -1
Cn1c(NNC(=O)c2cccc3ccccc23)cc(=O)n(C)c1=O | 1 | 44 | -2.4 | -16 | -0.9 | 10 | 10 | 7 | -19
O=C(CSc1nc2ccccc2s1)Nc1cc(C(=O)O)cc(C(=O)O)c1 | 1 | -10 | -4.3 | 6 | 0.8 | 26 | 3 | 1 | -8
CCN(CCCNC(=O)CC1Oc2ccc(C)cc2NC1=O)Cc1ccccc1 (configuration not stated) | 1 | -26 | -2.0 | 0 | -2.4 | 6 | 22 | -1 | -6
CCOC(=O)c1ccc(CNCc2ccc(C)cc2)cc1 | 2 | 12 | -3.4 | 9 | -3.8 | -7 | 36 | 7 | 16
CC(C)(C)OC(=O)NCC(=O)N1CCC(C(=O)O)CC1 | 1 | 18 | -5.0 | -8 | -3.8 | 0 | 20 | 3 | 2

Screening results (PubChem BioAssay)
